CYP2C19 inh: human CYP2C19 inhibition; CYP2C19 Supersomes, luciferin-H EGE luminescence, 30 min; inhibition, % at 5 µM; actives 21% (n = 96,000); AID 778;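 active = CYP2C19 inhibition above a set limit at 5 µM in the primary screen, cut at about 50% in these data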;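 note: plate controls were negative control wells for no effect and 2.5 mM tranylcypromine positive control for full effect; values of inactives mirror those of a sister screen read the other way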
Target sequence (P33261 whole entry, looked up): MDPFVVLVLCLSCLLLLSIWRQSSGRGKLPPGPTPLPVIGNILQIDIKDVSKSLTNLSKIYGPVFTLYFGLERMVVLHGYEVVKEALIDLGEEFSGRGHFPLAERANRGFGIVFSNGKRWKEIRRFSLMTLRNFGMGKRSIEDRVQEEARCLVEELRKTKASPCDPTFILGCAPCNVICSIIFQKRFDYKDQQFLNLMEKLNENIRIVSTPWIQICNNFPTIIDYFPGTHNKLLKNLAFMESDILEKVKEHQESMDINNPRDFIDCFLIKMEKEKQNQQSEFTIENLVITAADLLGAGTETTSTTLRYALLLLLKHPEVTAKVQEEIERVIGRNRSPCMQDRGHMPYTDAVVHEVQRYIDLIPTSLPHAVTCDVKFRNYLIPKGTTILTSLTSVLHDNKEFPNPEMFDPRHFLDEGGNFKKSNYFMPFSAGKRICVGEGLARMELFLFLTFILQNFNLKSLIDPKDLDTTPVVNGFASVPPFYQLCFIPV
Mac1 fbg enh: enhancers of human CD11b/CD18 binding to fibrinogen; P05107+P11215; K562 CD11b/CD18 adhesion to fibrinogen, ATPlite luminescence; activation, % at 10 µM; actives 0.07% (n = 93,000);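 active = 10 µM primary screen giving 50% or more activity, confirmed by 40% or more on retest at that dose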; note: strong numbers were not always called active
CYP2C19 act: increases human CYP2C19 enzyme activity; recombinant CYP2C19, luciferin-H EGE luminescence; active compounds read high; 0 = fully inhibited enzyme, 1 = untreated enzyme; 96,000 tested, under 10 active; P33261; AID 1025; activation factor at 5 µM;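 active = activation factor of at least 2 at 5 µM in the primary screen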;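 note: 0 = wells with 2.5 mM tranylcypromine and 1 = vehicle-only wells; values of inactives mirror those of a sister screen read the other way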
ERa coact pot: enhances coactivator binding to human estrogen receptor alpha; coactivator binding (% of control), % at 25.6 µM; P03372; TR-FRET ERalpha-LBD/SRC-Cy5 coactivator binding, 2 h; 100 = basal binding, no effect; AID 639; actives 1.3% (n = 86,000); in the data active = activity above about 200%;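 note: binding measured in presence of low estradiol as agonist stimulus; 0% = peptide alone without receptor and 100% = receptor with peptide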
Target sequence (P03372 whole entry, looked up, the tested form may be a part): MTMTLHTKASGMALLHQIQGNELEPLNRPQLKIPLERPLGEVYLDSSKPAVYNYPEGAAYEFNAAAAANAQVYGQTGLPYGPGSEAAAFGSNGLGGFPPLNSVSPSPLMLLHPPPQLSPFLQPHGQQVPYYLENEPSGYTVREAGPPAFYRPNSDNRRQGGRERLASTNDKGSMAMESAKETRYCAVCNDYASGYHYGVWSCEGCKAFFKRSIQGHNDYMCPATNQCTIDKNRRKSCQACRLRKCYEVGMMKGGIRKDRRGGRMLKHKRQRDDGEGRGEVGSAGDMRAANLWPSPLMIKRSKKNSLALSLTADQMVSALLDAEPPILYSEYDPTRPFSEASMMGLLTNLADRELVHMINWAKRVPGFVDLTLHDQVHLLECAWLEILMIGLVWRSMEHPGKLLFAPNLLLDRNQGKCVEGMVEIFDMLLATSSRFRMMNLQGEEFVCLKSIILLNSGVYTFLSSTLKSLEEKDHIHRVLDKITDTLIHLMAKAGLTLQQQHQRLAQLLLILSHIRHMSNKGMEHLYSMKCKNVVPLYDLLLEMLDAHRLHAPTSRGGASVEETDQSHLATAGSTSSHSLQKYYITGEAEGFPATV
HUVEC prolif 384: human endothelial cell proliferation inhibition; HUVEC proliferation, CellTiter-Glo luminescence, 72 h; active compounds read low; viability, % at 10 µM (by protocol); actives 1.1% (n = 86,000); AID 648;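 active = viability at or below 30%; inactive = viability above 30%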;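 note: 100% = median luminescence of DMSO-only cell control wells on each plate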
Fibroblast inh: blocks proliferation of human lung fibroblasts. viability, % at 10 µM. AID 719. LL 47 human lung fibroblast viability, ATP luminescence; active compounds read low. actives 1.1% (n = 85,000);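 active = viability at or below 50% in the single dose screen; inactive = viability above 50%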;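 note: compound exposure lasted 72 h before the ATP readout; 100% = median luminescence of untreated cell-only wells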
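Test system: LL 47 human lung fibroblasts; Quantity: 1,150 cells/well; Buffer or medium: IMEM plus 15% FBS; Dosing: tenfold compound dosing solution, DMSO at 0.1%; Timing: overnight cell rest, 72 h compound treatment at 37 °C; Detection: ATP-based CellTiter-Glo luminescent readout; Read-out basis: viability percentage against median untreated-cell control; Controls: cell-only wells, no compound.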
ERa coact inh: ER-alpha (human) coactivator binding inhibition; P03372; TR-FRET ER-alpha LBD / SRC-1 peptide, estradiol-bound; inhibition, % at 25.6 µM; actives 1.7% (n = 86,000); AID 629; in the data active = inhibition above about 50%;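 note: 0% = receptor plus peptide control and 100% = peptide only without receptor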
Mac1 fbg inh: inhibitors of human CD11b/CD18 binding to fibrinogen; P05107+P11215; AID 1497; inhibition, % at 10 µM; K562 CD11b/CD18 adhesion to fibrinogen, ATPlite luminescence; Mn2+ added to activate the integrin; actives 0.54% (n = 93,000);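 active = primary inhibition of 50% or more at 10 µM, then 40% or more on retest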; note: some results filed as inactive read as strong as hits
H69AR inhibit: growth inhibitors of human H69AR lung tumor cells; H69AR lung tumor viability, ATP luminescence, 72 h; active compounds read low; viability, % at 10 µM; actives 6% (n = 85,000); AID 598;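 active = viability at or below 40%; inactive = viability above 40%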;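 note: multidrug resistant small cell line overexpressing MRP-1 efflux transporter; 100% = mean luminescence of untreated control wells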
* marks the source's active call; other numbers are inactive results; [ ] = dose if it differs, or a comment.

For Nc1ccnc(C(F)(F)F)c1C(=O)c1ccccc1 the results were CYP2C19 inh -7, Mac1 fbg enh -6, CYP2C19 act 1.1, ERa coact pot 87, HUVEC prolif 384 98, Fibroblast inh 103, ERa coact inh 2[fluorescence artefact?], Mac1 fbg inh 2 and H69AR inhibit 93.
For Cc1cc(NC2C3CC4CC(C3)CC2C4)n2nnnc2n1 (stereo not drawn) the results were CYP2C19 inh 21, Mac1 fbg enh -3, CYP2C19 act 0.8, ERa coact pot 129, HUVEC prolif 384 90, Fibroblast inh 96, ERa coact inh 7, Mac1 fbg inh 0 and H69AR inhibit 82.
Screening CC(NC(=O)c1ccc(F)cc1)c1nc2ccccc2n1Cc1ccccc1F (stereo not drawn) returned CYP2C19 inh 48, Mac1 fbg enh -5, CYP2C19 act 0.5, ERa coact pot 93, HUVEC prolif 384 88, Fibroblast inh 93, ERa coact inh -1, Mac1 fbg inh -8 and H69AR inhibit 38*.
CCOC(=O)C1CCN(C(c2ccccn2)c2c(C)[nH]c3ccccc23)CC1 (stereo not drawn) was read as CYP2C19 inh 43, Mac1 fbg enh -5, CYP2C19 act 0.6, ERa coact pot 48, HUVEC prolif 384 81, Fibroblast inh 54, ERa coact inh 24, Mac1 fbg inh -2 and H69AR inhibit 52.
`COC(=O)c1sc(N)c(C(=O)OC)c1CSc1nnc(-c2ccccc2Cl)n1C` gave CYP2C19 inh 100*, Mac1 fbg enh 0, CYP2C19 act 0, ERa coact pot 106, HUVEC prolif 384 75, ERa coact inh 3, Mac1 fbg inh 4 and H69AR inhibit 94.
Screening CN1CCN(CC(=O)Nc2ccc(Cl)cc2Cl)CC1 returned CYP2C19 inh 50, Mac1 fbg enh 2, CYP2C19 act 0.5, ERa coact pot 105, HUVEC prolif 384 98, Fibroblast inh 97, ERa coact inh -4, Mac1 fbg inh 12 and H69AR inhibit 92.
Screening CCOc1ccc2c(C)nc(NC3=NC(C)(C)C=C(C)N3)nc2c1 returned ERa coact pot 88, HUVEC prolif 384 79, Fibroblast inh 83, ERa coact inh 10 and H69AR inhibit 94.
COc1ccccc1C(=O)N1CCc2ccccc21 was read as CYP2C19 inh 19, Mac1 fbg enh -4, CYP2C19 act 0.8, ERa coact pot 127, HUVEC prolif 384 96, Fibroblast inh 92, ERa coact inh -6, Mac1 fbg inh 2 and H69AR inhibit 100.
O=C(Nc1cccc(Br)c1)c1ccc(Cl)c(S(=O)(=O)N2CCOCC2)c1 was read as ERa coact pot 99, HUVEC prolif 384 65, Fibroblast inh 90, ERa coact inh -3 and H69AR inhibit 73.
`COCC(=O)Nc1ccc(N(C)C)cc1` gave CYP2C19 inh 15, Mac1 fbg enh -5, CYP2C19 act 0.8, ERa coact pot 94, HUVEC prolif 384 93, Fibroblast inh 103, ERa coact inh -72, Mac1 fbg inh -47 and H69AR inhibit 101.
CC1CN(S(=O)(=O)c2ccc(NC(=O)CCCN3C(=O)c4ccccc4C3=O)cc2)CC(C)O1 (stereo not drawn) was read as CYP2C19 inh 28, Mac1 fbg enh -5, CYP2C19 act 0.7, ERa coact pot 96, HUVEC prolif 384 96, Fibroblast inh 93, ERa coact inh 4, Mac1 fbg inh -18 and H69AR inhibit 67.
COc1ccc(Nc2nc(N)nc(CSc3nnc(C)s3)n2)cc1 was read as ERa coact pot 98, HUVEC prolif 384 103, Fibroblast inh 101, ERa coact inh -3 and H69AR inhibit 84.
Cc1occc1-c1nnc(SCC(=O)N2c3ccccc3CCc3ccccc32)n1C was read as CYP2C19 inh 29, Mac1 fbg enh -5, CYP2C19 act 0.7, ERa coact pot 114[fluorescence artefact?], HUVEC prolif 384 92, Fibroblast inh 94, ERa coact inh -5, Mac1 fbg inh -4 and H69AR inhibit 82.
`CC(NS(C)(=O)=O)C(c1cccs1)N1CCN(c2ccc(F)cc2)CC1` (stereo not drawn) gave CYP2C19 inh 29, Mac1 fbg enh -2, CYP2C19 act 0.7, ERa coact pot 134, HUVEC prolif 384 86, Fibroblast inh 95, ERa coact inh -76, Mac1 fbg inh 13 and H69AR inhibit 87.
Screening CC1=C(C(=O)Nc2cccnc2)C(c2cccnc2)n2nc(-c3cccs3)nc2N1 (stereo not drawn) returned CYP2C19 inh 24, CYP2C19 act 0.8, ERa coact pot 91, HUVEC prolif 384 98, Fibroblast inh 100, ERa coact inh -1 and H69AR inhibit 80.
For Cc1ccc(C2CC(c3ccccc3C)n3nc(N)nc3N2)cc1 (stereo not drawn) the results were ERa coact pot 113, HUVEC prolif 384 106, Fibroblast inh 107, ERa coact inh -4 and H69AR inhibit 102.
`COc1ccc2c(c1)c(=O)c(Br)c(C)n2Cc1ccccc1` gave CYP2C19 inh 19, Mac1 fbg enh -1, CYP2C19 act 0.8, ERa coact pot 81, HUVEC prolif 384 96, Fibroblast inh 79, ERa coact inh 11[fluorescence artefact?], Mac1 fbg inh 1 and H69AR inhibit 64.
For COc1ccc(OCC(=O)Nc2ccccc2O)cc1 the results were CYP2C19 inh 99*, Mac1 fbg enh -3, CYP2C19 act 0, ERa coact pot 96, HUVEC prolif 384 71, Fibroblast inh 98, ERa coact inh 4, Mac1 fbg inh -11 and H69AR inhibit 78.
Screening Oc1c(C(c2cccs2)N2CCN(c3ccccc3)CC2)sc2ncnn12 (stereo not drawn) returned ERa coact pot 114, HUVEC prolif 384 112, Fibroblast inh 99, ERa coact inh -14 and H69AR inhibit 99.
`O=S(=O)(c1ccccc1)c1cnn(-c2ccccc2)c1-c1ccc(Cl)cc1` gave CYP2C19 inh 55*, Mac1 fbg enh -6, CYP2C19 act 0.4 and Mac1 fbg inh -14.
For CC(C)(C)c1ccc(OCCN2CCCC2)cc1 the results were CYP2C19 inh 9, Mac1 fbg enh -2, CYP2C19 act 0.9, ERa coact pot 98, HUVEC prolif 384 96, Fibroblast inh 96, ERa coact inh 3[fluorescence artefact?], Mac1 fbg inh 0 and H69AR inhibit 104.
CSc1nc2nc3c(c(=O)n2[nH]1)CCC3 was read as CYP2C19 inh 4, Mac1 fbg enh 0, CYP2C19 act 1, ERa coact pot 110, HUVEC prolif 384 98, Fibroblast inh 105, ERa coact inh -6, Mac1 fbg inh -13 and H69AR inhibit 104.
CCCS(=O)(=O)N1CCC(C(=O)NCCN(CC)c2ccccc2)CC1 was read as CYP2C19 inh -15, Mac1 fbg enh -8, CYP2C19 act 1.1, ERa coact pot 92[fluorescence artefact?], HUVEC prolif 384 106, Fibroblast inh 103, ERa coact inh -2[fluorescence artefact?], Mac1 fbg inh -7 and H69AR inhibit 99.
Screening O=C(Cc1ccccc1)N/N=C/c1ccccc1Cl returned CYP2C19 inh 57*, Mac1 fbg enh 1, CYP2C19 act 0.4 and Mac1 fbg inh 0.
`CN(C)CCCNc1oc(-c2cccc(Cl)c2)nc1C#N` gave CYP2C19 inh 11, Mac1 fbg enh 2, CYP2C19 act 0.9, ERa coact pot 115[fluorescence artefact?], HUVEC prolif 384 80, Fibroblast inh 85, ERa coact inh -5, Mac1 fbg inh 7 and H69AR inhibit 88.
For CCCN(CCC)CCCNC(=O)c1cc2cc3ccc(OC)cc3nc2o1 the results were CYP2C19 inh 4, CYP2C19 act 1, ERa coact pot 158, HUVEC prolif 384 108, Fibroblast inh 106, ERa coact inh -1 and H69AR inhibit 88.
CCOc1ccc(C2=NNC(c3cccs3)=Nc3ccc(OC)cc32)cc1OCC was read as ERa coact pot 92, HUVEC prolif 384 71, Fibroblast inh 83, ERa coact inh -10[fluorescence artefact?] and H69AR inhibit 38*.
Screening COc1ccc(-c2nc(N3CCOCC3)nc3nn4c(C)c(CCC(=O)O)c(C)nc4c23)cc1 returned ERa coact pot 111, HUVEC prolif 384 91, Fibroblast inh 112, ERa coact inh 7 and H69AR inhibit 97.
O=C(CCC1COc2ccccc2O1)Nc1ncccc1O (stereo not drawn) was read as CYP2C19 inh 64*, Mac1 fbg enh 0, CYP2C19 act 0.4, ERa coact pot 111, HUVEC prolif 384 93, Fibroblast inh 96, ERa coact inh -17[fluorescence artefact?], Mac1 fbg inh -6 and H69AR inhibit 95.
For Cc1[nH]c(=O)[nH]c(=O)c1/C=N/NC(=O)[C@@H](NC(=O)OC(C)(C)C)C(C)C the results were CYP2C19 inh -5, Mac1 fbg enh -4, CYP2C19 act 1.1 and Mac1 fbg inh 8.
For O=C(Cn1nc(Cc2cccnc2)c2ccccc2c1=O)NCc1ccc2c(c1)OCO2 the results were CYP2C19 inh 56*, Mac1 fbg enh -3, CYP2C19 act 0.4, ERa coact pot 121, HUVEC prolif 384 110, Fibroblast inh 98, ERa coact inh 5, Mac1 fbg inh 0 and H69AR inhibit 87.
Screening COc1ccc(C2(CNC(C)=O)CCCC2)cc1OC returned CYP2C19 inh 32, Mac1 fbg enh -2, CYP2C19 act 0.7, ERa coact pot 82, HUVEC prolif 384 109, Fibroblast inh 104, ERa coact inh 5, Mac1 fbg inh 14 and H69AR inhibit 100.
For Cc1c(/C=N/N=C2\CCC3C4CCc5cc(O)ccc5C4CCC23C)cnn1C (stereo not drawn) the results were CYP2C19 inh 14, Mac1 fbg enh -3, CYP2C19 act 0.9 and Mac1 fbg inh -6.
`COc1ccc(O)c(C(=O)c2cc(C#N)c(=O)n(CCN3CCOCC3)c2)c1` gave CYP2C19 inh 7, Mac1 fbg enh 0, CYP2C19 act 0.9 and Mac1 fbg inh -4.
`CC1(C)CC(=O)C=C(Nc2ccc(Br)cn2)C1` gave CYP2C19 inh 15, Mac1 fbg enh -5, CYP2C19 act 0.8, ERa coact pot 92, HUVEC prolif 384 99, Fibroblast inh 99, ERa coact inh -4, Mac1 fbg inh 36 and H69AR inhibit 92.
Screening CCOC(=O)C(C)n1cnc2sc(C)c(C)c2c1=O (stereo not drawn) returned ERa coact pot 100, HUVEC prolif 384 99, Fibroblast inh 99, ERa coact inh 0 and H69AR inhibit 89.

Filtered by structure, the compounds so far with a cyano group
`CN(C)CCCNc1oc(-c2cccc(Cl)c2)nc1C#N` gave CYP2C19 inh 11, Mac1 fbg enh 2, CYP2C19 act 0.9, ERa coact pot 115[fluorescence artefact?], HUVEC prolif 384 80, Fibroblast inh 85, ERa coact inh -5, Mac1 fbg inh 7 and H69AR inhibit 88.
`COc1ccc(O)c(C(=O)c2cc(C#N)c(=O)n(CCN3CCOCC3)c2)c1` gave CYP2C19 inh 7, Mac1 fbg enh 0, CYP2C19 act 0.9 and Mac1 fbg inh -4.

The results go on:
For NC(=O)c1ccccc1OCCOCCOCCOc1ccccc1C(N)=O the results were CYP2C19 inh 6, Mac1 fbg enh 3, CYP2C19 act 0.9, ERa coact pot 112[fluorescence artefact?], HUVEC prolif 384 96, Fibroblast inh 107, ERa coact inh 19, Mac1 fbg inh -11 and H69AR inhibit 90.
Screening CC(C)c1nc2sc3c(c2c(=O)o1)CCCC3 returned CYP2C19 inh 51*, Mac1 fbg enh 0, CYP2C19 act 0.5, ERa coact pot 98, HUVEC prolif 384 95, Fibroblast inh 91, ERa coact inh -8, Mac1 fbg inh -3 and H69AR inhibit 100.
For CCOC(=O)C1=C(CSc2nc(C)cc(C)c2C#N)OC(N)=C(C#N)C1c1cccs1 (stereo not drawn) the results were CYP2C19 inh 86*, Mac1 fbg enh 2, CYP2C19 act 0.1 and Mac1 fbg inh 5.
`CCC(C)COC(=O)c1ccc(C(=O)O)cc1` (stereo not drawn) gave CYP2C19 inh 0, CYP2C19 act 1, ERa coact pot 118, HUVEC prolif 384 84, Fibroblast inh 95, ERa coact inh -17 and H69AR inhibit 83.
